Screening data as filed in PubChem BioAssay.
hIAP act – human IAP activation; P09923; purified human IAP, CDP-Star luminescence, 30 min; stronger effect = higher value; 1 = vehicle-only enzyme, 0 = enzyme-free background; activation factor at 10 µM; 0.16% of 330,000 active; AID 2524;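 active means activation factor of the enzyme at least 2-fold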; further: the source names both 10 and 20 µM as test concentration; values of inactives mirror those of a sister screen read the other way
hIAP block – human IAP inhibition; P09923; purified IAP, CDP-Star luminescence, 30 min; inhibition, % at 10 µM; 0.12% of 330,000 active;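 active means inhibition reaching a set limit with compound at 10 µM in the primary screen, cut at about 35% in these data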;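 further: plate controls were DMSO wells with enzyme for no effect and no-enzyme buffer wells for full effect; values of inactives mirror those of a sister screen read the other way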
APOBEC3G inh – blocks human APOBEC3G single-stranded DNA deamination. inhibition, % at 20 µM. Q9HC16. recombinant A3G, ssDNA deamination FAM/TAMRA fluorescence. 0.28% of 330,000 active;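 active means inhibition of at least 40% at 20 µM, with no more than 30% in the related APOBEC3A deaminase screen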;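 further: plate controls were DMSO wells with A3G for no effect and wells lacking A3G enzyme for full effect; some compounds called inactive have numbers as strong as hits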
Target sequence (Q9HC16 whole entry, looked up): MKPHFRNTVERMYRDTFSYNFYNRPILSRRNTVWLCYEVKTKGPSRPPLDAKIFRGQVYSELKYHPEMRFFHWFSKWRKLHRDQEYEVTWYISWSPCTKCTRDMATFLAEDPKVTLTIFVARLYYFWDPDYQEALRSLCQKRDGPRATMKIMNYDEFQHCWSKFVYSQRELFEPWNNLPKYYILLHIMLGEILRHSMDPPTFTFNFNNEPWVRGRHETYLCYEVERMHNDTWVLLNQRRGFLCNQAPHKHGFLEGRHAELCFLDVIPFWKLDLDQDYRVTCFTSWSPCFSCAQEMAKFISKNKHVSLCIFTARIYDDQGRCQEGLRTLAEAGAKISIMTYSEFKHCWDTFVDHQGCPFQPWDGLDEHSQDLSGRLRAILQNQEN
MIN6 prolif – induces beta-cell replication in MIN6 cells. MIN6 cells proliferation, ATPlite luminescence, 48 h; cells starved in 0.2% serum; 100% = growth in 10% serum. proliferation, % at 10 µM. 0.29% of 330,000 active. AID 2380;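 active means compounds whose signal lies at least 3.5 SD above the mean of all wells on their plate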;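 further: 0% = DMSO-treated cells in low-serum medium and 100% = 10% serum control; some compounds called inactive have numbers as strong as hits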
mIAP activ – increases mouse intestinal alkaline phosphatase activity | muIAP, CDP-Star luminescence, 30 min; stronger effect = higher value; 1 = vehicle-only enzyme signal, 0 = enzyme-free wells | activation factor at 10 µM | 0.24% of 330,000 active | AID 2805;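 active means activation factor of at least 2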; further: the source names both 10 and 20 µM as test concentration; values of inactives mirror those of a sister screen read the other way
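System: Mouse IAP enzyme | Also added: CDP-Star substrate | Dosing: Compounds dispensed in DMSO | Schedule: 30 min enzyme-substrate-compound incubation at room temperature | Technique: Chemiluminescence readout | Control set: DMSO-only wells and no-enzyme negative control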
APOBEC3A inh – human APOBEC3A DNA deaminase inhibition. P31941. recombinant A3A, FAM/TAMRA ssDNA deamination fluorescence. inhibition, % at 20 µM. 0.41% of 330,000 active. AID 493011;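 active means at least 40% inhibition at 20 µM here, with at most 30% in a related deaminase screen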;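 further: plate controls were A3A with DMSO for no effect and wells lacking A3A enzyme for full effect; some results filed as inactive read as strong as hits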
Target sequence (P31941 whole entry, looked up): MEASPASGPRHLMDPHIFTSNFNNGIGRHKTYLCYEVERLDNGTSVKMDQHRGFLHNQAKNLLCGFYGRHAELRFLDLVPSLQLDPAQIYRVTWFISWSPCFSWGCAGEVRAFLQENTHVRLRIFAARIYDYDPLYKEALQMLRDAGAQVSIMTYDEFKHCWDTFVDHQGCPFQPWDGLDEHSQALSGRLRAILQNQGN
SENP1 FRET inh – inhibitors of human SENP1 SUMO protease catalytic domain; Q9P0U3; recombinant SENP1 catalytic domain, CyPet-SUMO1-YPet FRET cleavage; inhibition, % at 10 µM; 0.21% of 360,000 active; AID 624204;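 active means inhibition at least 30% at 10 µM, raw YFP signal under a set limit, fluorescence ratio 0.5 to 1.5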;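 further: 0% = enzyme with DMSO and 100% = no enzyme wells; some results filed as inactive read as strong as hits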
Target sequence (Q9P0U3 419-644 limits assumed): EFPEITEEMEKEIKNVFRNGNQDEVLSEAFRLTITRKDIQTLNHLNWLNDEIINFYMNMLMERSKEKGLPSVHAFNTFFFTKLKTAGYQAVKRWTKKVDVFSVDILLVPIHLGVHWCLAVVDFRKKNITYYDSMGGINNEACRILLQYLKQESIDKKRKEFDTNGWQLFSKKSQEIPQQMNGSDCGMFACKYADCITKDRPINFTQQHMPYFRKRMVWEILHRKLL
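System: Recombinant human SENP1 catalytic domain, His6-tagged | Incubation: Enzyme reaction for 50 min at room temperature, dark | Medium: Tris pH 8 with BME, BSA, NP40 and catalase | Also added: 25 nM SUMO1 FRET substrate | Compound: 10 µM single point, 0.5% DMSO | Measured by: FRET fluorescence in CFP and YFP emission channels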
mIAP inh – mouse IAP inhibition; inhibition, % at 10 µM; AID 2806; purified mouse IAP, CDP-Star luminescence, 30 min; 0.2% of 330,000 active;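 active means inhibition of at least 40% at 10 µM in the primary screen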;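 further: plate controls were DMSO with enzyme for no effect and no enzyme wells for full effect; values of inactives mirror those of a sister screen read the other way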
NALP3 yeast inh – blocks the NALP3 inflammasome reconstituted in yeast; 0.39% of 330,000 active; Yeast reconstituted NLRP3/ASC/caspase-1, beta-gal luminescence, 24 h; inhibition, % at 10 µM;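 active means inhibition of 50% or more; inactive means inhibition below 50%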;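 further: plate controls were induced DMSO wells for no effect and uninduced yeast grown without galactose for full effect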
* hit, by the source's call. A portion of the library; rates above refer to the full screens.

1) Cn1cnnc1SCC(=O)NC1CCCC1
2) O=C(c1ccc(-c2ccc([N+](=O)[O-])cc2)o1)N1CCCCCCC1
3) O=C(NCc1ccco1)C1CCN(c2nnc(-n3cccc3)s2)CC1
4) C=C1C[C@H]2[C@@H]3C=C(C)C4=CC(=O)CC[C@]4(C)[C@H]3CC[C@]2(C)[C@@]1(OC(C)=O)C(C)=O
5) CC(C)CNC(=O)C(=O)Nc1cc2c3c(c1)CCC(=O)N3CCC2
6) CCSc1nnc(NC(=O)COc2ccccc2)s1
7) CCN(CC)CCNC(=O)CCc1n[nH]c(=O)c2ccccc12
8) CN(C1CCCCC1)S(=O)(=O)c1ccc(C(=O)O)cc1

compound no.	1	2	3	4	5	6	7	8
hIAP act	0.86	0.76	0.86	1.1	1.1	1.1	1	0.84
hIAP block	14	24	14	-14	-7	-11	0	16
APOBEC3G inh	10	-6	-13	-4	-6	-6	-5	-6
MIN6 prolif	-1	-8	-1	-1	1	-2	0	-1
mIAP activ	1	0.79	1.1	1	0.99	1	1.1	0.93
APOBEC3A inh	0	-5	-5	-1	-1	-4	1	-4
SENP1 FRET inh	1	-1	2	1	-1	1	-1	1
mIAP inh	0	21	-9	0	1	-5	-6	7
NALP3 yeast inh	26	3	11	16	5	35	12	3

An excerpt from above in order of number of heavy atoms, low to high.
8) CN(C1CCCCC1)S(=O)(=O)c1ccc(C(=O)O)cc1
2) O=C(c1ccc(-c2ccc([N+](=O)[O-])cc2)o1)N1CCCCCCC1
4) C=C1C[C@H]2[C@@H]3C=C(C)C4=CC(=O)CC[C@]4(C)[C@H]3CC[C@]2(C)[C@@]1(OC(C)=O)C(C)=O

compound no.	8	2	4
hIAP act	0.84	0.76	1.1
hIAP block	16	24	-14
APOBEC3G inh	-6	-6	-4
MIN6 prolif	-1	-8	-1
mIAP activ	0.93	0.79	1
APOBEC3A inh	-4	-5	-1
SENP1 FRET inh	1	-1	1
mIAP inh	7	21	0
NALP3 yeast inh	3	3	16

Next records follow:
9) Cc1ccnc(N2CCC(C(=O)NNC(=O)c3ccncc3)CC2)n1
10) O=C(NC(=S)Nc1ccc(C(=O)N2CCOCC2)cc1)c1ccc([N+](=O)[O-])cc1
11) CCNS(=O)(=O)c1ccc2nc(NC(=O)c3cccnc3)sc2c1
12) Cc1ccc(N2CC(C(=O)Nc3ccc(N4CCOCC4)cc3)CC2=O)cc1C (configuration not stated)
13) COc1ccc(/C=C2/CC/C(=C\c3ccc(OC)c(OC)c3OC)C2=O)c(OC)c1OC
14) CC/C(O)=C1\C(=O)CC(c2ccccc2)CC1=NCCc1c(C)[nH]c2ccc(C)cc12 (configuration not stated)
15) O=C(c1cccnc1Nc1ccc2c(c1)CCC2)N1CCOCC1
16) COc1ccccc1/C=C/C=N/NC(=O)c1cc(-c2ccc(C)o2)[nH]n1

compound no.	9	10	11	12	13	14	15	16
hIAP act	1.1	1.1	0.95	1.1	0.97	0.97	1.2	1.1
hIAP block	-8	-11	5	-6	3	3	-16	-6
APOBEC3G inh	-3	-2	-2	-5	-2	2	-3	-12
MIN6 prolif	-3	-1	-3	-3	0	-1	-1	-3
mIAP activ	1.2	1	1	1	0.89	1.1	1	0.98
APOBEC3A inh	3	1	3	-3	2	1	0	16
SENP1 FRET inh	2	1	-8	1	-28	1	2	-2
mIAP inh	-17	-2	0	-4	11	-7	-4	2
NALP3 yeast inh	1	16	13	7	4	16	-2	19

17) CCOC(=O)/C(C#N)=C/c1c(Oc2cc(C)cc(C)c2)nc2ccccn2c1=O
18) C=C(C)CCC(C)N1CCC(n2nccc2NC(=O)CCOc2ccccc2)CC1 (configuration not stated)
19) CCOc1ccc(C2N(c3cc(Cl)ccc3OC)C(=O)C3CCCN32)cc1OC (configuration not stated)
20) CCc1ccccc1NC1=NCC(=O)N1Cc1ccc(OC)cc1
21) CC1(C)CSC(=S)N1S(=O)(=O)c1ccccc1
22) COc1cc(/C=C/c2nc3ccccc3c(=O)[nH]2)ccc1OC(F)F
23) O=C1CCCC2=C1C1c3ccccc3C(=O)N1c1ccc(C(=O)c3ccccc3)cc1N2 (configuration not stated)
24) COCCNC(=S)NNC(=O)c1ccc(-n2cnnn2)cc1

compound no.	17	18	19	20	21	22	23	24
hIAP act	0.9	1.3	1.1	0.96	1	0.94	0.94	1.3
hIAP block	10	-31	-9	4	-5	6	6	-28
APOBEC3G inh	-4	-5	-4	-4	-3	-6	-5	-8
MIN6 prolif	0	-4	-2	1	-3	-4	-2	1
mIAP activ	0.92	0.98	0.92	0.95	1.1	0.91	0.96	0.99
APOBEC3A inh	0	-3	1	-2	-1	0	-3	-2
SENP1 FRET inh	-58	-16	2	0	0	-3	0	1
mIAP inh	8	2	8	4	-5	9	4	1
NALP3 yeast inh	11	24	3	-12	49	13	-3	2

25) COC(=O)[C@H](CC(C)C)NC(=O)NCc1ccc(Cl)cc1
26) COC(=O)CN1C(C)=Nc2ccc(Br)cc2C1c1ccccc1 (configuration not stated)
27) CCOc1ccc(NC(=O)Cn2nnc(C(=O)NCc3cccs3)c2N)cc1
28) Nc1c(C(=O)O)cnc2nc(N3CCOCC3)nn12
29) CC(C)(C)c1ccc(C(CC(=O)O)NC(=O)c2ccccc2F)cc1 (configuration not stated)
30) COc1cccc(/C=C2\SC(N)=NC2=O)c1OS(=O)(=O)c1ccccc1
31) COc1ccc(C=NOCC(=O)OCC(=O)Nc2ccc(OC)cc2)cc1
32) Cc1ccc2oc(=O)c3cnn(CC(=O)NC4CCC(C)CC4)c3c2c1 (configuration not stated)

compound no.	25	26	27	28	29	30	31	32
hIAP act	1.1	0.93	0.98	0.89	0.96	1.4	0.95	1
hIAP block	-8	8	2	11	4	-41	5	-4
APOBEC3G inh	-9	-2	8	-10	-5	0	-2	1
MIN6 prolif	-3	2	0	-1	-3	-3	-1	0
mIAP activ	0.96	0.97	0.94	0.98	0.91	1	0.93	1
APOBEC3A inh	-2	0	4	-2	-3	4	2	-3
SENP1 FRET inh	3	-1	4	1	1	2	-1	1
mIAP inh	4	3	6	2	9	-1	7	-2
NALP3 yeast inh	-2	6	5	-11	14	1	12	18

33) CC(=O)N1CCN(C(=O)C2CCN(S(=O)(=O)c3ccccc3C(F)(F)F)CC2)CC1
34) Cc1[nH]c2ccc(Br)cc2c(=O)c1CN1CCCCCC1
35) CC(C)c1cc(C(=O)OCC(=O)N2CCN(C(=O)c3ccco3)CC2)c(O)c(C(C)C)c1
36) COCC(=O)Nc1nc2n(n1)C(c1ccc(Cl)cc1)CC(c1ccc(OC)cc1)N2 (configuration not stated)
37) CC(C)COc1ccc(C(=O)N(CC(=O)Nc2ccccc2C(F)(F)F)Cc2ccco2)cc1
38) COc1ccc(-c2nc3c(c(=O)c4ccccc4n3C)c(=O)n2Cc2ccccc2)cc1
39) O=S(=O)(Nc1ccc2[nH]ncc2c1)c1ccccc1Cl
40) Cc1cc(C)c2cc(C(=O)Nc3ccccc3)[nH]c2c1

compound no.	33	34	35	36	37	38	39	40
hIAP act	1.1	0.71	0.98	1.1	1.1	0.84	1	0.85
hIAP block	-10	28	2	-6	-5	16	-1	15
APOBEC3G inh	0	-6	-6	1	1	-2	-11	-6
MIN6 prolif	1	0	-2	-4	-6	-2	1	-1
mIAP activ	1	0.97	1.1	0.95	0.96	0.97	0.92	1.4
APOBEC3A inh	0	-2	3	0	7	-1	-2	-4
SENP1 FRET inh	0	-88	0	6	-6	3	-5	-1
mIAP inh	-2	2	-10	4	4	3	8	-40
NALP3 yeast inh	13	8	7	5	13	24	10	35

Reprinted from the part before: 4 entries, then new ones.
37) CC(C)COc1ccc(C(=O)N(CC(=O)Nc2ccccc2C(F)(F)F)Cc2ccco2)cc1
38) COc1ccc(-c2nc3c(c(=O)c4ccccc4n3C)c(=O)n2Cc2ccccc2)cc1
39) O=S(=O)(Nc1ccc2[nH]ncc2c1)c1ccccc1Cl
40) Cc1cc(C)c2cc(C(=O)Nc3ccccc3)[nH]c2c1
41) CC1(c2ccc(OC(F)F)cc2)NC(=O)N(CC(=O)NC2CCCCC2)C1=O (configuration not stated)
42) O=C(NCC1CCCO1)c1cc(-c2ccc(F)cc2)no1 (configuration not stated)
43) O=C(Nc1ccc(Nc2ccccc2)cc1)N1CCOCC1
44) CCCCCn1c(=O)[nH]c2cc(C(=O)NC3CCN(Cc4ccccc4)CC3)ccc2c1=O
45) COc1ccc(N(CC(=O)N2CCc3ccccc3C2)S(=O)(=O)c2c(C)nn(C)c2C)cc1
46) CCN(C(=O)CSc1nc(C)nc2sc(C)c(C)c12)C1CCS(=O)(=O)C1 (configuration not stated)
47) CC1(C2CC2)NC(=O)N(CC(=O)N2CCN(c3ccccc3Cl)CC2)C1=O (configuration not stated)
48) COC(=O)C1C2C=CC3(CN(C(C)c4ccc(OC)cc4)C(=O)C13)O2 (configuration not stated)
49) O=C1CCS/C(=N\N=C\c2ccc(Cl)cc2Cl)N1
50) O=C(COc1ccccc1Cl)N(Cc1cccs1)C1CCS(=O)(=O)C1 (configuration not stated)

compound no.	37	38	39	40	41	42	43	44	45	46	47	48	49	50
hIAP act	1.1	0.84	1	0.85	1	0.82	1.1	0.98	0.84	0.93	1.2	0.95	1	0.9
hIAP block	-5	16	-1	15	0	18	-11	2	16	8	-21	5	-4	10
APOBEC3G inh	1	-2	-11	-6	-9	-4	0	0	-2	-5	-4	1	-7	-6
MIN6 prolif	-6	-2	1	-1	1	-3	-2	-4	0	-4	-2	1	1	0
mIAP activ	0.96	0.97	0.92	1.4	0.94	0.97	1	1	0.85	0.96	0.97	0.96	0.94	1
APOBEC3A inh	7	-1	-2	-4	-1	-5	-1	5	-3	-4	2	1	-3	0
SENP1 FRET inh	-6	3	-5	-1	-3	0	3	2	-1	0	-1	2	0	2
mIAP inh	4	3	8	-40	6	3	-1	-4	15	4	3	4	6	0
NALP3 yeast inh	13	24	10	35	1	14	24	1	18	2	16	-2	0	-15
